# Bioassay records deposited in PubChem BioAssay by Sanford-Burnham Center for Chemical Genomics.
# UPR XBP1 act = activators of adaptive arm of unfolded protein response (XBP1); CHO-XBP1 luciferase reporter, IRE1-XBP1 UPR activation, luminescence; percent of tunicamycin response, DMSO as zero; activation, % at 20 µM; 330,000 compounds, 0.33% hits; AID 463104;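 active means versus positive control, 20 µM dose yields 30% or more activation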;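 further: 100% = tunicamycin at 10 µg/mL and 0% = DMSO only wells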
#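 Material – CHO cell line with stable XBP1 luciferase reporter · Buffer or medium – F12 plus 10% FBS · Compound – single point, 20 µM final compound, 1% DMSO · Schedule – 16-18 h cell attachment at 37 °C, then 6 h compound exposure · Signal – Steady-Glo luminescence read · Benchmarks – high control tunicamycin 10 µg/mL final, low control DMSO vehicle only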
# CHOP UPR activ = apoptotic UPR (CHOP) activation; CHO-CHOP luciferase reporter, luminescence; percent of tunicamycin response over DMSO baseline; activation, % at 10 µM; 330,000 compounds, 0.34% hits; AID 449763;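 active means at 10 µM dose, activation of 40% or more, normalized to positive control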;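 further: 100% = tunicamycin at 10 µg/mL and 0% = DMSO alone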
#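 measured by = luciferase luminescence | assay system = CHO-CHOP cells, stable luciferase reporter of PERK-eIF2a-CHOP signalling | amount = 500 reporter cells seeded per well | timing = 6 h compound exposure at 37 °C after overnight seeding | controls = positive tunicamycin 10 µg/mL, negative DMSO alone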
# tim10-1 inh = growth inhibitors of tim10-1 mutant yeast; S. cerevisiae tim10-1 ts strain growth, BacTiter-Glo, 24 h; inhibition, % at 20 µM; 330,000 compounds, 2.2% hits; AID 463190;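 active means inhibition of at least 40%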;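 further: mutant grown at 25 °C; 0% = DMSO wells with yeast and 100% = wells holding no yeast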
# 697 NFkB inh = inhibitors of the PMA/ionomycin-induced NF-kB reporter in 697 B cells | 697 B-cell NF-kB luciferase reporter, 16 h | inhibition, % at 4 µM | 330,000 compounds, 0.33% hits | AID 435022; in the data active means inhibition above about 35%
# Mdm2-MdmX inh = human Mdm2/MdmX binding inhibition | 330,000 compounds, 3% hits | SaOS-2 split-luciferase Mdm2/MdmX complementation, luminescence | inhibition, % at 8 µM | AID 485346;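 active means inhibition of at least 50% at 8 µM in the primary screen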
# Target sequence (O15151 whole entry, looked up): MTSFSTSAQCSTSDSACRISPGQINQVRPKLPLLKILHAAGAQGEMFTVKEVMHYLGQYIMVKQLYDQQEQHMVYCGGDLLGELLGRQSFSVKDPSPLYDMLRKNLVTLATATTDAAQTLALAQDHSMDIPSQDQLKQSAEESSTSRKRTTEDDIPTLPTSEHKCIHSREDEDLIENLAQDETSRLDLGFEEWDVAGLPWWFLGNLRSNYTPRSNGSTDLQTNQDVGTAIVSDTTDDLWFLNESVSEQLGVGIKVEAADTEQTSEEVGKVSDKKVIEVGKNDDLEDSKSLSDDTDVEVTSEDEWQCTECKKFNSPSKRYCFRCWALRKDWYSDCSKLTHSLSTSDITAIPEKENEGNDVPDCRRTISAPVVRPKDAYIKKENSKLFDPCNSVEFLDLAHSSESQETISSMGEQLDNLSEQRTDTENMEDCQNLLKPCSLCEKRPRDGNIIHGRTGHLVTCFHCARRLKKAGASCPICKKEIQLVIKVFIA
# Target sequence (Q00987 whole entry, looked up): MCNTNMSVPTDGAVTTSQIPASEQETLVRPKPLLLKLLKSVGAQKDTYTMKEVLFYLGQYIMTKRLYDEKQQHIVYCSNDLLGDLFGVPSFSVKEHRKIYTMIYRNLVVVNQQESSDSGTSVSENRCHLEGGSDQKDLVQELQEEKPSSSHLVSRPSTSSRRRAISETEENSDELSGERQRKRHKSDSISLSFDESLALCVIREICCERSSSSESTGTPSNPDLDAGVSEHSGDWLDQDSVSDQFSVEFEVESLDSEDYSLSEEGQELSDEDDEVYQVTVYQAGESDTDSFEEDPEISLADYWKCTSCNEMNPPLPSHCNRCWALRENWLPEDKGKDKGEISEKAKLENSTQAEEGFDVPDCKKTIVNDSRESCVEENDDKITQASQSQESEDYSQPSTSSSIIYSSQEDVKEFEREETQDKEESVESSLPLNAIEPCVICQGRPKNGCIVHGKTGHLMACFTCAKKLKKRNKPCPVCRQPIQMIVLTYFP
# tim23-1 inh = growth inhibitors of tim23-1 mutant yeast | AID 463212 | S. cerevisiae tim23-1 growth, BacTiter-Glo luminescence, 24 h | inhibition, % at 20 µM | 330,000 compounds, 1.3% hits;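 active means growth inhibition of the mutant yeast at or above 50%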;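 further: temperature-sensitive mutant grown at 25 °C; plate controls were DMSO-treated mutant yeast for no effect and medium wells lacking yeast for full effect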
# Jurkat NFkB inh = inhibitors of the PMA/ionomycin-induced NF-kB reporter in Jurkat cells; PMA/ionomycin-induced NF-kB luciferase reporter, luminescence; inhibition, % at 4 µM; 330,000 compounds, 0.53% hits; in the data active means inhibition above about 50%
# TIM10 inh = inhibits growth of TIM10 yeast strain; S. cerevisiae TIM10 strain growth, BacTiter-Glo luminescence, 24 h; inhibition, % at 10 µM; 330,000 compounds, 1.4% hits; AID 463195;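 active means inhibition of 40% or more at the single tested concentration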;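 further: wild-type TIM10 isogenic control strain grown at permissive 25 °C; 0% = DMSO yeast wells and 100% = minimal medium wells without yeast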
# An asterisk follows results filed as active; . = not tested or not shown.
SMILES,UPR XBP1 act,CHOP UPR activ,tim10-1 inh,697 NFkB inh,Mdm2-MdmX inh,tim23-1 inh,Jurkat NFkB inh,TIM10 inh
Cn1c(SCC(=O)N2CCN(c3ccccc3)CC2)nnc1-c1ccco1,1,-1.1,3,27,13,0,-1,2
O=C(CC(=O)NC1CCCCC1)N/N=C/c1ccccc1F,0,-1.0,3,3,15,-13,5,-13
COCCNC(=O)C(c1ccc(C)cc1)N(Cc1ccccc1)C(=O)CCC(=O)Nc1ccccn1 (stereo unspecified),-3,-0.9,-2,12,19,11,-27,-9
CC1CCCN(CC(=O)Nc2cc(S(=O)(=O)N3CCOCC3)ccc2N2CCCC2)C1 (stereo unspecified),-2,-1.6,-4,11,15,-7,13,4
Cn1cnnc1Sc1ccc(C(=O)OCC(=O)Nc2ccccc2)cc1[N+](=O)[O-],0,0.4,19,-1,17,2,1,0
Cc1ccc2[nH]c(=O)c(CNC(C)C)cc2c1,-1,-1.4,-23,6,0,-2,-8,-4
CC1(c2nnc(-c3ccc(Cl)cc3)o2)CC(c2ccncc2)=NO1 (stereo unspecified),0,-1.2,-23,19,15,9,23,-46
O=C(Nc1ccc(-n2cnnn2)cc1)C(c1ccccc1)c1ccccc1,-2,-2.2,-13,12,26,2,1,9
Cc1cc(NC(=O)Cn2c(=O)c3c(ncn3CC(C)C)n(Cc3ccccc3)c2=O)no1,2,-0.3,12,-14,9,9,4,-16
Cc1csc(NC(=O)c2cc3c(s2)CCCC3)n1,-4,-1.1,36,34,-44,50,-111,36
CCOc1cc(C)c(Cl)cc1S(=O)(=O)NC1CC(C)(C)NC(C)(C)C1,-2,-0.8,16,-2,-5,11,2,11
COc1cc(-c2cc(=O)c3c(O)c(OC)c(OC)cc3o2)cc(OC)c1O,4,3.2,42*,28,48,34,7,23
CCCn1nc(NS(=O)(=O)c2ccccc2)c2cc3cc(C)ccc3nc21,-3,-0.4,-10,25,4,-1,-9,-6
Cc1ccc2oc(C(=O)NCC(c3ccco3)N3CCCC3)c(C)c2c1 (stereo unspecified),0,2.9,5,-33,17,1,-1,-2
O=C(COC(=O)CC1CC2CCC1C2)Nc1c(F)cccc1F (stereo unspecified),-4,0.4,23,-4,-3,26,-11,20
CCOc1cc(N2CCOCC2)c(OCC)cc1NC(=O)c1c(-c2ccccc2Cl)noc1C,-4,-0.7,19,-8,14,21,4,20
O=C(c1cccnc1)N1CCN(Cc2cccc(F)c2)CC1,1,-0.8,14,-13,8,15,-8,12
O=C(C1=C[C@@H](c2ccc3c(c2)OCO3)C[C@@H](OCCCCO)O1)N1CCN(Cc2ccc3c(c2)OCO3)CC1,-1,2.3,11,-8,26,9,16,-1
Cc1ccc2c(CN3CC(C)CC(C)C3)cc(=O)oc2c1C (stereo unspecified),0,3.0,12,0,22,15,27,-4
COCCNC(=O)C(=O)N/N=C/c1ccc(C(=O)OC)cc1,1,-0.1,10,-2,13,7,-9,11

# Shown with values under each structure: 3 of the compounds above.
# Results follow in this order: UPR XBP1 act, CHOP UPR activ, tim10-1 inh, 697 NFkB inh, Mdm2-MdmX inh, tim23-1 inh, Jurkat NFkB inh, TIM10 inh
Cc1ccc2c(CN3CC(C)CC(C)C3)cc(=O)oc2c1C (stereo unspecified)
    0, 3.0, 12, 0, 22, 15, 27, -4
COCCNC(=O)C(=O)N/N=C/c1ccc(C(=O)OC)cc1
    1, -0.1, 10, -2, 13, 7, -9, 11
O=C(C1=C[C@@H](c2ccc3c(c2)OCO3)C[C@@H](OCCCCO)O1)N1CCN(Cc2ccc3c(c2)OCO3)CC1
    -1, 2.3, 11, -8, 26, 9, 16, -1

# Following part
SMILES,UPR XBP1 act,CHOP UPR activ,tim10-1 inh,697 NFkB inh,Mdm2-MdmX inh,tim23-1 inh,Jurkat NFkB inh,TIM10 inh
Oc1ccc(CCNc2c3ccccc3nc3ccccc23)cc1O,-2,1.2,-16,1,64*,-1,27,-14
O=C(NCc1ccc2c(c1)OCO2)C1CCCCC1,0,4.3,-2,-1,-3,0,-12,3
Cc1ccc(C(=O)OCC(=O)N2CCOCC2)cc1,4,6.2,-9,-12,-23,3,-19,-2
COCCSc1nnc(NC(=O)C2CC(=O)N(c3ccc(Cl)cc3)C2)s1 (stereo unspecified),-2,1.3,31,4,3,21,-6,2
C1CCc2c(nnc3c2-c2nonc2CC3)C1,-1,2.3,-5,16,11,-6,-8,-3
C=C[C@@H]1c2cc(C)ccc2N(S(=O)(=O)c2ccc(C)cc2)[C@H](c2ccccc2C(F)(F)F)C1(C#N)C#N,-4,5.0,16,6,-1,-345,9,-6
CS(=O)(=O)c1ccc(Cl)c(NC(=O)COC(=O)CCCN2C(=O)c3cccc4cccc(c34)C2=O)c1,2,0.7,1,10,16,5,-1,10
CCCN(CC(=O)Nc1ccccc1C)C(=O)Cc1n[nH]c(=O)c2ccccc12,-1,2.4,14,20,21,4,10,-9
COC(=O)c1cc(S(=O)(=O)N2CCCCC2C)c[nH]1 (stereo unspecified),-2,-0.4,17,12,14,14,5,-5
Cc1cccc(OCC(=O)O/N=C(\N)Cc2ccc([N+](=O)[O-])cc2)c1,-1,-1.3,15,24,13,25,9,32
CNC(=O)c1cc(S(=O)(=O)N2CC(C)OC(C)C2)ccc1N1CCCCC1 (stereo unspecified),-5,-1.2,27,-8,18,16,8,19
CC(C)Oc1ccc(OCCSc2nc3ccccc3n2CC(=O)O)cc1,-3,2.8,-43,5,6,-10,2,-3
COc1cccc(CNC(=O)CCNS(=O)(=O)c2cccs2)c1,-3,-1.5,12,13,8,7,8,4
Cc1ccc(N(CC(=O)NN=C2CCN(C)CC2)S(=O)(=O)c2ccc(C)cc2)cc1,-3,-0.6,15,-10,-11,14,-5,15
COC(=O)c1cc(Br)ccc1OC(=O)c1cccnc1,-2,0.4,17,10,5,28,-1,12
COc1ccccc1NC(=O)NC(=O)c1ccccc1,1,1.7,14,-123,-68,16,-102,0
CCOC(=O)c1csc(-c2snnc2C)n1,1,1.4,0,-4,7,22,-22,13
O=C(OCc1nnc(-c2ccccc2)o1)c1ccc(CO)cc1,1,0.0,6,-14,3,10,3,3
Cc1cccc(NC(=O)C2CCN(S(=O)(=O)c3c(C)noc3/C=C/c3ccco3)CC2)n1,-2,0.8,23,9,22,28,15,21
Cc1ccc(CNC(=S)Nc2ccc(NS(=O)(=O)c3ccc(C)cc3)cc2)cc1,-6,0.2,3,1,43,3,26,5
O=C(Nc1nnc(-c2cccs2)s1)C1CC1,5,5.1,19,-32,-3,-7,-29,3
CC1=C(C(=O)Nc2ccc(Cl)cc2)C2(CCCCC2)C(C(N)=O)C(=S)N1 (stereo unspecified),-4,2.5,9,11,9,-4,4,2
Cc1cccc(N2C(N)=C(C#N)C(C#N)(C#N)C2c2ccccc2)c1 (stereo unspecified),-1,0.6,6,-41,30,26,7,7
O=C(Nc1ccc(S(=O)(=O)Nc2ccccn2)cc1)c1cccc(Cl)c1,1,1.4,-10,9,22,6,0,8
CC(C)CC(NC(=O)C1CCC(=O)N1C(=O)OCc1ccccc1)C(=O)NC(Cc1ccccc1)C(N)=O (stereo unspecified),-2,-1.0,-5,-3,-27,-4,6,2
CN(C)c1cccc(C(=O)Nc2ccc3nc4n(c(=O)c3c2)CCCCC4)c1,17,2.1,12,1,-3,18,-10,12
COC(=O)C(NC(=O)c1ccccc1Cl)(Nc1ncc(S(=O)(=O)c2ccc([N+](=O)[O-])cc2)s1)C(F)(F)F (stereo unspecified),-2,1.5,32,-19,2,18,5,17
COc1cc(NC(=S)Nc2ccc(S(=O)(=O)N3CCOCC3)cc2)cc(OC)c1OC,-1,-1.1,2,10,8,8,16,0
COc1cccc(SCC(=O)N2CCN(c3ccccc3)CC2)c1,-2,-1.9,9,-4,-10,7,-10,6
CCOC(=O)C1CCN(Cc2c(O)c3ccccc3oc2=O)CC1,0,-0.7,6,19,-15,13,-2,4
O=C(Nc1nc(-c2ccccc2)cs1)c1cccs1,7,4.9,34,-69,-71,53*,-63,44*
O=C(Nc1ccc(C(=O)O)cc1)/C(=C\c1ccco1)NC(=O)c1ccccc1,-2,-0.7,-9,14,-12,6,11,3
Cc1ccc(S(=O)(=O)Cc2ccccc2Cl)cc1,1,1.8,8,8,-3,18,6,4
O=c1c(Cl)cc(Cl)nn1-c1ccccc1,0,3.4,-25,-15,55*,-12,-1,-27
CC(C(=O)O)N1C(=O)/C(=C/C=C/c2ccco2)SC1=S (stereo unspecified),-3,-0.1,-2,11,17,11,11,2
CCc1cc(C=NC2CCCCC2)c(O)s1,0,5.8,17,-52,-25,19,-53,6
Brc1ccc2[nH]c3c(c2c1)CCC3,1,0.9,29,-94,8,17,-25,-1
CCCCCCC1CC(CCC(=O)Nc2ccc([N+](=O)[O-])cc2)C(=O)O1 (stereo unspecified),-5,0.6,10,13,5,20,33,4
CCCOc1ccc(C2C(=O)N(C3CCCCC3)CC(=O)N2CCC)cc1OC (stereo unspecified),-1,0.6,19,9,-29,20,3,19
CNC(=O)CSc1nc2ccccc2c(=O)n1CCc1ccccc1,-1,0.9,-3,-7,23,1,-4,4
COCCC(=O)N1CCC(Oc2ccc(C(=O)NCc3ncc(C)[nH]3)cc2)CC1,-5,2.5,-11,16,17,-13,11,-2
COc1ccc(-c2cc(NCc3ccccn3)n3ncnc3n2)cc1,-1,-0.8,22,12,-3,16,0,6
O=S1(=O)c2ccc(Br)cc2N2CCC[C@@H]2CN1Cc1ccccc1,0,1.5,11,-45,29,45,.,-7
CC(C)(CNC(=O)C1CCCN1C(=O)c1cccs1)N1CCOCC1 (stereo unspecified),0,-1.7,14,57*,-17,11,-1,6
O=C(c1cc2nc(-c3ccco3)cc(C(F)(F)F)n2n1)N1CCCc2ccccc21,0,0.6,-11,-1,34,-3,5,11
Cc1c(N=C2SCC(=O)N2/N=C/c2ccccc2)c(=O)n(-c2ccccc2)n1C,-1,3.4,18,16,8,-4,-10,-14
COc1ccc(C(=O)NN)cc1COc1ccc(Br)cc1,-1,-2.3,31,15,28,61*,-15,47*
COc1ccc(C(=O)Cc2ccc3c(c2)OCO3)c(O)c1,2,6.1,-3,-79,-104,-6,-128,-7
CC(=O)Nc1ccc2nc(-c3ccccn3)[nH]c2c1,-1,4.6,5,-58,-42,-3,-56,-7
CC1CCCCC12NC(=O)N(CC(=O)Nc1ccc(S(=O)(=O)Nc3ncccn3)cc1)C2=O (stereo unspecified),0,3.0,4,22,-1,4,-5,-12
# Additional structures.
SMILES,UPR XBP1 act,CHOP UPR activ,tim10-1 inh,697 NFkB inh,Mdm2-MdmX inh,tim23-1 inh,Jurkat NFkB inh,TIM10 inh
O=C1NC[C@H](c2ccccc2)N(CCc2cccc3ccccc23)C1=O,0,0.7,7,24,-7,9,18,-7
N#Cc1c(N)nc2c(c1-c1ccc(Br)s1)CCCC2,-1,-0.8,14,-6,-17,9,3,4
O=S(=O)(c1ccccc1)C(/C=N\O)/C=C/c1ccccc1 (stereo unspecified),1,-1.0,19,-2,-3,30,2,32
CCOC(=O)c1ccc(NC(=S)NCC(O)c2ccccc2)cc1 (stereo unspecified),2,0.0,36,-14,1,4,-19,5
CCCCCCOc1ccc(N2C(=O)CC(N(CCc3ccc(S(N)(=O)=O)cc3)C(C)=O)C2=O)cc1 (stereo unspecified),-5,0.3,15,5,-26,18,2,23
N/C(=N\OC(=O)c1ccc(Cl)c(Cl)c1)c1cccnc1,1,4.0,60*,-70,-69,5,-49,72*
Cc1ccccc1Cn1cnc2ccccc2c1=O,0,2.9,22,-8,17,7,7,-7
